Source: PubChem BioAssay (National Center for Advancing Translational Sciences (NCATS))
RXFP1 antagonist: antagonists of human relaxin receptor RXFP1; Q9HBX9; HEK293-RXFP1, relaxin-stimulated cAMP HTRF, 30 min; stronger effect = lower value; activity change, negative = inhibition, % at 57.5 µM; actives 0.59% (n = 350,000);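 active = activity change of -60% or lower, but not beyond a set lower limit; inconclusive = change between -60% and -40%, or beyond the set limit; inactive = change above -40%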
Target sequence (Q9HBX9 whole entry, looked up): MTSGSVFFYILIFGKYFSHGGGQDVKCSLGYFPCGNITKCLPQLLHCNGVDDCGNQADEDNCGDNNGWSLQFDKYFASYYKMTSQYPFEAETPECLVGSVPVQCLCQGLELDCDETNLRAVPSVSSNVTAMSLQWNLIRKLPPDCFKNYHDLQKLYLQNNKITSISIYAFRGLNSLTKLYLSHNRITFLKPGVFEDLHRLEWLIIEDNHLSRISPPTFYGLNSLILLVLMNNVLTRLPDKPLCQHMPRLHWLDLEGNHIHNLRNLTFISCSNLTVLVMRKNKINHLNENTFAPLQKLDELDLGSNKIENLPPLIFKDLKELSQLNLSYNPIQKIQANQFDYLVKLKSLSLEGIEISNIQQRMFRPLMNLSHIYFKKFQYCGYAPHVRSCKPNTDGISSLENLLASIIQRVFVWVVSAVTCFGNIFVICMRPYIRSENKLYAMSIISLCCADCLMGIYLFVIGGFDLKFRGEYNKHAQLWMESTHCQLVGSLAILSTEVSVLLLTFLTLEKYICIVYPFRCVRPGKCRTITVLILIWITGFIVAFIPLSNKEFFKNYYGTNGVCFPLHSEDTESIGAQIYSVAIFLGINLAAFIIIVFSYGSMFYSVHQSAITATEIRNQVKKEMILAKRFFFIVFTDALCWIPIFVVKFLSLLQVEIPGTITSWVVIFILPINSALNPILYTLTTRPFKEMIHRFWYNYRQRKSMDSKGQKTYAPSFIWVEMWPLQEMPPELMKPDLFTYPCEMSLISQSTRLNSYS
Active calls of the source: *. % is scaled to controls: 0 for no effect and ±100 for the full control effect.

`COc1ccc(NS(=O)(=O)c2ccc(N3CCOCC3)c(NC(=O)/C=C/C(=O)O)c2)cc1` gave RXFP1 antagonist -3.8.
For O=C(COC(=O)c1cnccn1)Nc1ncc(C(F)(F)F)cc1Cl the results were RXFP1 antagonist 5.1.
CC1=NN(C(=O)c2ccncc2)C(=O)C1N=Nc1ccc2ccccc2c1 (stereo not drawn) was read as RXFP1 antagonist -15.3.
For N#C/C(=C/C1=C(N2CCOCC2)C(=C/c2ccccc2)/CC1)C(=O)Nc1ccccc1F the results were RXFP1 antagonist -1.7.
CCCCCCn1c(=O)n2n(c1=O)C[C@]1(OC(=O)NCc3ccc(OC)c(OC)c3)CN(S(=O)(=O)c3ccc(C)cc3)C[C@]1(O)C2 was read as RXFP1 antagonist 5.6.
`CN(C)c1cccc(C(=O)OCC(=O)NC(=O)NCc2ccccc2)c1` gave RXFP1 antagonist 7.3.
`O=C(Oc1ccccc1Cl)c1ccccc1` gave RXFP1 antagonist -31.2.
`CC(SC(C)C(=O)NN=Cc1cccc(F)c1)C(=O)NN=Cc1cccc(F)c1` (stereo not drawn) gave RXFP1 antagonist -1.8.
Cc1[nH]c2ccccc2c1C1=CC(=O)C=CC1=O was read as RXFP1 antagonist inconclusive.
`Cc1cc(/C=N/NC(=O)c2ccoc2C)cc(C)c1O` gave RXFP1 antagonist 15.1.
`O=C1OCCC1=COCCCCCOC=C1CCOC1=O` gave RXFP1 antagonist 6.4.
COc1ccc(C(=O)NCC(=O)OCC(=O)c2ccccc2Br)cc1OC was read as RXFP1 antagonist 3.9.

Next part, overlapping the part above by six compounds.
`O=C(Oc1ccccc1Cl)c1ccccc1` gave RXFP1 antagonist -31.2.
`CC(SC(C)C(=O)NN=Cc1cccc(F)c1)C(=O)NN=Cc1cccc(F)c1` (stereo not drawn) gave RXFP1 antagonist -1.8.
Cc1[nH]c2ccccc2c1C1=CC(=O)C=CC1=O was read as RXFP1 antagonist inconclusive.
`Cc1cc(/C=N/NC(=O)c2ccoc2C)cc(C)c1O` gave RXFP1 antagonist 15.1.
`O=C1OCCC1=COCCCCCOC=C1CCOC1=O` gave RXFP1 antagonist 6.4.
COc1ccc(C(=O)NCC(=O)OCC(=O)c2ccccc2Br)cc1OC was read as RXFP1 antagonist 3.9.
Screening CN(N=O)c1ccc(C=C2C=Cc3ccccc32)cc1 returned RXFP1 antagonist 0.1.
`Cc1ccc2c(=O)n3c(nc2c1)C(Cc1ccccc1)NC(=O)c1cc2ccccc2cc1-3` (stereo not drawn) gave RXFP1 antagonist -10.0.
`O=[N+]([O-])c1ccc2c(c1)-c1ccccc1C2=NO` gave RXFP1 antagonist -4.2.
For O=C(CSc1nnc(C2CC2)n1-c1ccccc1)N1CCCC1 the results were RXFP1 antagonist -4.8.
Screening COc1cccc(CN(C)C[C@H]2OCc3cnnn3CCCC(=O)N([C@@H](C)CO)C[C@@H]2C)c1 returned RXFP1 antagonist 8.7.
`CCCC(=O)NC1=C(Cl)C(=O)c2ccccc2C1=O` gave RXFP1 antagonist inconclusive.
For Cc1ccc(C)c(NC(=O)CN(C)C(=O)C2=NNC(=O)CC2)c1 the results were RXFP1 antagonist -2.7.
O=C1CCC(C(=O)Nc2cccc(S(=O)(=O)Nc3ccccc3F)c2)=NN1 was read as RXFP1 antagonist -7.3.
`COc1cc2ccccc2cc1C(=O)N/N=C/c1cccs1` gave RXFP1 antagonist 8.5.
CC(=O)c1cccc(N2C(=O)CC(N3CCN(S(=O)(=O)c4ccccc4F)CC3)C2=O)c1 (stereo not drawn) was read as RXFP1 antagonist 2.8.
For C[C@@H]1CN([C@@H](C)CO)C(=O)CCCn2nncc2CO[C@H]1CN(C)C(=O)Nc1ccc(C(F)(F)F)cc1 the results were RXFP1 antagonist 11.1.
Screening O=C(CNC(=O)c1ccccc1)Sc1ccccc1 returned RXFP1 antagonist -7.6.
For CC(C)c1ccc(C(=O)OCC(=O)c2c(N)n(C)c(=O)n(C)c2=O)cc1 the results were RXFP1 antagonist -22.4.
Screening CN1CCN(c2cc3c(nn2)Oc2ccccc2N3C)CC1 returned RXFP1 antagonist -3.0.
`CCOc1ccc(NC(=O)CN(C)C(=O)c2ccc3c(c2)S(=O)(=O)N=C2CCCCCN23)cc1OCC` gave RXFP1 antagonist -0.5.
For CCOc1ccc(S(=O)(=O)Nc2cc(NS(=O)(=O)c3ccc(OCC)cc3)cc(C(=O)O)c2)cc1 the results were RXFP1 antagonist 11.2.
NCCCC(O)(P(=O)(O)O)P(=O)(O)O was read as RXFP1 antagonist 10.3.
COc1cc(CCC(=O)NCCc2ccc(F)cc2)cc(OC)c1OC was read as RXFP1 antagonist -7.2.
Screening CCCc1cc(=O)[nH]c(SCC(=O)Nc2ccc3ccccc3c2)n1 returned RXFP1 antagonist -4.5.
Screening COc1ccc(CCNCc2ccc(-c3ccccc3)cc2)cc1OC returned RXFP1 antagonist inconclusive.
For CC(=O)c1ccc(N(CC(=O)Nc2cc(C)on2)S(=O)(=O)c2ccc(C)cc2)cc1 the results were RXFP1 antagonist 5.3.
`C[C@@H]1CCCCO[C@H](CN(C)C(=O)Nc2ccc(F)cc2)[C@@H](C)CN([C@H](C)CO)C(=O)c2cc(N(C)C)ccc2O1` gave RXFP1 antagonist 4.1.
For Cc1ccc(-c2csc(NC(=O)c3cccc(C)c3)c2C(=O)O)cc1 the results were RXFP1 antagonist -15.6.
Cc1cccc2nc(CSc3ccccc3N)cn12 was read as RXFP1 antagonist 7.1.
For O=C(COC(=O)c1ccc(C(F)(F)F)cc1)Nc1cccc(S(=O)(=O)NC2=NCCCCC2)c1 the results were RXFP1 antagonist -17.7.
For COc1cc(-n2c(=O)c3ccccc3n(Cc3cccnc3)c2=O)cc(OC)c1OC the results were RXFP1 antagonist -4.2.
Screening COc1ccccc1C(CNC(=O)CN1C(=O)NC(C)(c2ccc3ccccc3c2)C1=O)N1CCCC1 (stereo not drawn) returned RXFP1 antagonist -5.4.
Screening O=P1(O)CC2=C(CC=CC2)C1 returned RXFP1 antagonist 4.0.
For CC(O)CCCCn1c(=O)c2c(ncn2C)n(C)c1=O (stereo not drawn) the results were RXFP1 antagonist 3.0.
For CC(Oc1ccccc1Cl)C(=O)Nc1ccc(S(=O)(=O)N2CCN(C)CC2)cc1 (stereo not drawn) the results were RXFP1 antagonist -10.6.
`COc1cc(SC)ccc1C(=O)NNC(=O)C1COc2ccccc2O1` (stereo not drawn) gave RXFP1 antagonist -24.7.
For COc1cccc(OC)c1C(=O)NCc1ccco1 the results were RXFP1 antagonist 1.7.
FC(F)(F)C(F)(F)c1nc2nc(Cl)c(Cl)nc2[nH]1 was read as RXFP1 antagonist -8.1.
For Cc1ccc(OC(C)C(=O)N2CCN(c3ccccn3)CC2)cc1 (stereo not drawn) the results were RXFP1 antagonist -2.1.
`Cc1ccc(C(c2c(NC(=O)c3ccco3)sc(C)c2C)N2CCOCC2)cc1` (stereo not drawn) gave RXFP1 antagonist -8.5.
For COc1cc(C(=O)NNC(=O)CNC(=O)C2CCCCC2)ccc1OC(C)C the results were RXFP1 antagonist -12.2.
`COc1ccc(NC(=O)CCNC(=O)C2CCN(S(=O)(=O)c3ccccc3)CC2)cc1OC` gave RXFP1 antagonist 4.0.
Screening COc1ccc(C(=O)C(C)OC(=O)COc2ccccc2)cc1 (stereo not drawn) returned RXFP1 antagonist -1.3.
`COc1ccc(C(=O)NCC(C)NC(=O)c2ccc(OC)c(OC)c2)cc1OC` (stereo not drawn) gave RXFP1 antagonist -12.9.
COC(=O)c1ccc(OCC(=O)NC2CCCCCCC2)cc1 was read as RXFP1 antagonist 10.7.
For CCN(CC)C(=O)C1=C(C)N(Cc2ccc(F)cc2)C(=O)C(CC(=O)NCc2ccco2)C1 (stereo not drawn) the results were RXFP1 antagonist 1.3.
N#CC1(Nc2ccc(-c3ccc(NC4(C#N)CCCC4)cc3)cc2)CCCC1 was read as RXFP1 antagonist -13.1.
For Nc1ccc2cc3ccc(N)cc3nc2c1 the results were RXFP1 antagonist 13.1.
For O=S(c1cc(Cl)cc(Cl)c1O)c1cc(Cl)cc(Cl)c1O the results were RXFP1 antagonist inconclusive.
O=C1SCCN1N=Cc1ccc([N+](=O)[O-])o1 was read as RXFP1 antagonist 17.7.
Cc1ccc([C@H]2C[C@@H](n3cc(COC(=O)c4ccccc4)nn3)[C@H](O)CN2C(=O)C2CCCCC2)cc1 was read as RXFP1 antagonist -18.9.
O=C(Nc1ccccc1N1CCOCC1)c1ccc([N+](=O)[O-])s1 was read as RXFP1 antagonist 2.8.
For COc1ccc(C(=O)n2cnc3ccccc32)cc1Br the results were RXFP1 antagonist -3.0.
Screening COc1cc(C(=O)NN=Cc2ccc(N(C)C)cc2)cc(OC)c1OC returned RXFP1 antagonist 3.8.
For COc1cc(C(=O)NC(=S)N2CCN(C)CC2)cc(OC)c1OC the results were RXFP1 antagonist -20.4.
Cc1cc(NC(=O)CSc2nc3c(cnn3-c3cccc(Cl)c3)c(=O)[nH]2)no1 was read as RXFP1 antagonist -3.8.
For CC1=C(C(=O)N(C)C)CC(CC(=O)NCCCCc2ccccc2)C(=O)N1Cc1ccc(F)cc1 (stereo not drawn) the results were RXFP1 antagonist -6.4.
Screening Cc1ccc(S(=O)(=O)N(C)C[C@@H]2OCc3ccccc3-c3c(n(C)c4ccccc34)C(=O)N([C@H](C)CO)C[C@@H]2C)cc1 returned RXFP1 antagonist -10.1.
`COc1ccc(C=CC(=O)c2cc(O)ccc2O)cc1` gave RXFP1 antagonist -34.0.
For Cc1ccc(Cl)cc1NC(=O)CN1C(=O)NC(C)(C2CC2)C1=O (stereo not drawn) the results were RXFP1 antagonist -6.6.
Screening C[C@]12CC[C@@H]3c4ccc(O)cc4CC[C@H]3[C@@H]1CC[C@@H]2OC(=O)CCC1CCCC1 returned RXFP1 antagonist -6.5.
`Cc1ccc([C@H]2C[C@@H](n3cc(C4CC4)nn3)[C@H](O)CN2C(=O)c2cccs2)cc1` gave RXFP1 antagonist -2.7.
For NC(=O)c1ccsc1NC(=O)COC(=O)c1cccnc1Cl the results were RXFP1 antagonist 4.9.
`CCN(CC)S(=O)(=O)c1cc(NC(=O)CCc2c(C)noc2C)ccc1C` gave RXFP1 antagonist 6.8.
Screening O=C(CSc1ncn[nH]1)N1N=C2/C(=C\c3ccco3)CCCC2C1c1ccco1 (stereo not drawn) returned RXFP1 antagonist -0.5.

Entries listed so far that have a CF3 group:
For O=C(COC(=O)c1cnccn1)Nc1ncc(C(F)(F)F)cc1Cl the results were RXFP1 antagonist 5.1.
For C[C@@H]1CN([C@@H](C)CO)C(=O)CCCn2nncc2CO[C@H]1CN(C)C(=O)Nc1ccc(C(F)(F)F)cc1 the results were RXFP1 antagonist 11.1.
For O=C(COC(=O)c1ccc(C(F)(F)F)cc1)Nc1cccc(S(=O)(=O)NC2=NCCCCC2)c1 the results were RXFP1 antagonist -17.7.
FC(F)(F)C(F)(F)c1nc2nc(Cl)c(Cl)nc2[nH]1 was read as RXFP1 antagonist -8.1.

Continuation:
`O=C1NC(=O)C2(CCCC2)N1` gave RXFP1 antagonist -2.1.
Screening CCOc1ccc(C(c2c(C)n(C)n(-c3ccccc3)c2=O)c2c(C)n(C)n(-c3ccccc3)c2=O)c(O)c1 returned RXFP1 antagonist 3.3.
For Cc1ccc(O)cc1 the results were RXFP1 antagonist 13.3.
COc1ccccc1N(C)S(=O)(=O)c1ccc(C(=O)NCC(c2ccco2)N2CCCCC2)cc1 (stereo not drawn) was read as RXFP1 antagonist 3.8.
Screening O=C(NCC(c1ccco1)N1CCCCC1)c1ccc(COc2ccc(Cl)cc2)cc1 (stereo not drawn) returned RXFP1 antagonist -14.3.
c1ccc(-c2cc(-c3ccccc3)ncn2)cc1 was read as RXFP1 antagonist -4.8.
`CCC(C(=O)NC1CCCC1)n1c2ccccc2c2nc(=O)cc(C)n21` (stereo not drawn) gave RXFP1 antagonist -3.6.
Screening COC1C=CC=C(C)C(=O)NC2=CC(=O)C(N)=C(CC(C)CC(OC)C(O)C(C)C=C(C)C1OC(N)=O)C2=O (stereo not drawn) returned RXFP1 antagonist -3.6.
Screening CSc1ncccc1C(=O)OCC(=O)NCCc1ccccc1 returned RXFP1 antagonist 6.5.
For Cc1ccc(S(=O)(=O)Nc2ccc3c(c2)C(=O)N([C@@H](C)CO)C[C@@H](C)[C@@H](CN(C)S(=O)(=O)c2ccccc2)OCCCC[C@H](C)O3)cc1 the results were RXFP1 antagonist -2.2.
`COc1ccc(Br)cc1/C=N/NS(=O)(=O)c1ccccc1` gave RXFP1 antagonist -2.3.
`COc1ccc(CN2C(=O)C(CC(=O)NCc3ccco3)CC(C(=O)N(C(C)C)C(C)C)=C2C)cc1` (stereo not drawn) gave RXFP1 antagonist 3.5.
`O=C(NCCCl)Nc1ncn[nH]1` gave RXFP1 antagonist -3.5.
Nc1c(N(Cc2ccccc2)C(=O)COc2ccc([N+](=O)[O-])cc2)c(=O)[nH]c(=O)n1Cc1ccccc1 was read as RXFP1 antagonist -1.6.
For CCN(CC(=O)Nc1ccccc1OC)Cc1csc(CC(=O)Nc2ccc(C)cc2)n1 the results were RXFP1 antagonist 9.5.
`Cc1cc(N2CCN(c3ccccn3)CC2)n2nc(C)nc2n1` gave RXFP1 antagonist -1.1.
`O=C(CNC(=O)c1ccccc1)OCN1C(=O)c2ccccc2C1=O` gave RXFP1 antagonist -12.4.
`O=C(c1ccc(F)cc1)C1CCN(Cc2ccccc2F)CC1` gave RXFP1 antagonist 3.0.
CCCn1c(=N)n(CC(=O)c2ccc(OCC(=O)OC)cc2)c2ccccc21 was read as RXFP1 antagonist 8.5.
C[C@H](NS(=O)(=O)c1ccc(Cl)cc1)C(=O)OCC(=O)NCCc1ccc(S(N)(=O)=O)cc1 was read as RXFP1 antagonist -1.8.
For Cc1ccc(S(=O)(=O)Nc2ccc3ccccc3c2)cc1 the results were RXFP1 antagonist -25.7.
COc1ccccc1C(=O)N/C(=C/c1ccc(Br)cc1)C(=O)N1CCOCC1 was read as RXFP1 antagonist -5.9.
Screening COc1cc([N+](=O)[O-])ccc1NC(=O)COC(=O)C1=NN(c2ccccc2)C(=O)CC1 returned RXFP1 antagonist -2.9.
Cc1nc2cc3ccccc3cc2s1 was read as RXFP1 antagonist 2.8.
Screening O=C1CCC2c3[nH]c4ccccc4c3CCN12 (stereo not drawn) returned RXFP1 antagonist -8.1.

A portion of the library; count on the stated rates, not on these rows.
